TDP43 rescue – inhibitors of TDP-43 toxicity in yeast; TDP-43 expressing yeast growth rescue, BacTiter-Glo, 24 h; Potency, µM (top dose mostly 46.1 µM), for inactives: at the top dose growth rescue (activation), usual class: activators; AID 652104; 410,000 tested, 1.8% active; note: % of control where 0% means no effect; nearly all actives have a fitted effect of over 50% in size
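Growth rescue of TDP-43-toxic yeast measured as ATP luminescence (BacTiter-Glo). Cells grown to mid-log in raffinose, induced in galactose at OD600=0.02, exposed to compound 24 hr at 30 deg C.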
FUS yeast rescue – FUS proteinopathy suppression in yeast. S. cerevisiae FUS-expressing, growth rescue, OD600, 24 h. Potency, µM (series often up to 76.6 µM), without a hit: at the top dose growth rescue (activation), most hits filed as activators. 390,000 tested, 0.24% active. AID 1347120;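 note: plate controls were DMSO vehicle for no effect and reference control for full effect; nearly all actives have a fitted effect of over 55% in size; some results filed as inactive show a strong effect at the top dose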
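S. cerevisiae expressing FUS from galactose induction served as the toxicity model. Growth after 24hr at 30C, read as absorbance at 600 nm, indicates suppression of toxicity; compounds dosed at several concentrations.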
EPAC1 antag – antagonists of human EPAC1. EPAC1 GEF assay, Rap1b-BODIPY-GDP exchange fluorescence. O95398. 360,000 tested, 0.14% active. Potency, µM (highest dose often 115 µM), for the others: at the highest dose activity change, negative = inhibition, hits mostly inhibitors;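 note: plate controls were vehicle for no effect and positive control for full effect; nearly all actives have a fitted effect of over 50% in size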
aSyn rescue – alpha-synuclein toxicity inhibition in yeast. Yeast expressing alpha-synuclein, growth rescue, BacTiter-Glo, 24 h. Potency, µM (series often up to 46.1 µM), without a hit: at the top dose growth rescue (activation), actives largely listed as activators. 370,000 tested, 0.14% active; note: % of control where 0% means no effect; nearly all actives have a fitted effect of over 65% in size
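Galactose-induced alpha-syn yeast (OD600=0.02, raffinose-pregrown) + pinned cpd, 24 hr, 30 deg C; growth by BacTiter-Glo luminescence. Growth restoration scores as activation.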
PTHR1 agonist – activates the human parathyroid hormone receptor PTHR1; Q03431; HEK293 GP2 PTHR1 cells, GloSensor cAMP luminescence, 1 h; Potency, µM (titrated, usually from 115 µM), for inactives: top-dose activation, most hits filed as activators; 410,000 tested, 0.075% active; AID 743266; note: nearly all actives have a fitted effect of over 55% in size; some results filed as inactive show a strong effect at the top dose; inactives centre near -15; many of its hits are not listed in these tables
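HEK-293-derived GP2 cells expressing PTHR1 and a GloSensor cAMP reporter, 3,000/well, plated overnight, given luciferin plus IBMX (each 0.5 mM as added) for 1 h at 37 °C, then compound for 1 h at 37 °C. Luminescence was read after 15 min at room temperature.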
EPAC1 ag – EPAC1 (human) agonism | 360,000 tested, 0.073% active | EPAC1 agonist qHTS, biochemical assay; response scale: 100% = response to 6.5 mM cAMP | Potency, µM (series often up to 154 µM), for inactives: at the highest dose activation, usual class: activators | O95398; note: nearly all actives have a fitted effect of over 60% in size
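Compounds were pinned as a concentration titration into mixtures of EPAC1 (100 nM), BODIPY-GDP-loaded Rap1B (250 nM) and GDP (50 uM). After 5 min at room temperature, fluorescence was followed for 30 min; activity was scaled to 6.5 mM cAMP.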
EPAC2 antag – EPAC2 (human) antagonism | EPAC2 GEF exchange of Rap1B-BODIPY-GDP, fluorescence | Potency, µM (titrated, usually from 114 µM), for the others: at the highest dose activity, negative = inhibition, most hits filed as inhibitors | 360,000 tested, 0.18% active | AID 720708; note: % is set by controls: 0 for no effect and ±100 for the full control effect; nearly all actives have a fitted effect of over 45% in size; many of its hits are not listed in these tables
Target sequence (Q8WZA2 whole entry, looked up): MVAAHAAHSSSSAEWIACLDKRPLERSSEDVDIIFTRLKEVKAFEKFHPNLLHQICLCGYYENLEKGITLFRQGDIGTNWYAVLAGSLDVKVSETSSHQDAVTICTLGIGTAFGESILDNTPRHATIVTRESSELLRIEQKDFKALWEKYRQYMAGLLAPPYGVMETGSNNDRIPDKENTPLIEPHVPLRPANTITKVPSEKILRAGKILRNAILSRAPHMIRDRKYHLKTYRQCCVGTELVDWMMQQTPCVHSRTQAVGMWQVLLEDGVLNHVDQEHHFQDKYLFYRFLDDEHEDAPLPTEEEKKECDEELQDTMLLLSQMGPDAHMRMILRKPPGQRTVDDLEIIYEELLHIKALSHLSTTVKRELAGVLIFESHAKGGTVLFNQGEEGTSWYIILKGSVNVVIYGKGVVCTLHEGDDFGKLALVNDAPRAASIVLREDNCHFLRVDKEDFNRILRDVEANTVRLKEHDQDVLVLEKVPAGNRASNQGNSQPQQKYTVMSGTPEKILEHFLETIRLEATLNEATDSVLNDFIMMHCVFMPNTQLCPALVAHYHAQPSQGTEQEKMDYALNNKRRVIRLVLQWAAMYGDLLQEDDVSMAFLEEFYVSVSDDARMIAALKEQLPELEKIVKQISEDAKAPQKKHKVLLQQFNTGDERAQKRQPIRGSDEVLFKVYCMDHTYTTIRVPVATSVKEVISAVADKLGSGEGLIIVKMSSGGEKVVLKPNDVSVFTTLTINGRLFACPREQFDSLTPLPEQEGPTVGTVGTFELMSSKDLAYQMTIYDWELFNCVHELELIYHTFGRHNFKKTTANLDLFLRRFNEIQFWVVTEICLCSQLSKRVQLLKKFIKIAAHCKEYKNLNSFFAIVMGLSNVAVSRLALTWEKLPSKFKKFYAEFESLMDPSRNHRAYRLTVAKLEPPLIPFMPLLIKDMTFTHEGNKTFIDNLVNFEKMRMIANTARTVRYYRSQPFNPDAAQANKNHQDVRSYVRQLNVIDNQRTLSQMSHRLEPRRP
EPAC2 agonist – EPAC2 (human) agonism; Q8WZA2; EPAC2 activation, biochemical qHTS; response scale: 100% = 6.5 mM cAMP response; Potency, µM (top dose mostly 154 µM), for inactives: at the highest dose activation, usual class: activators; 360,000 tested, 0.079% active; note: nearly all actives have a fitted effect of over 50% in size
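Compounds were titrated in qHTS against a Rap1B-BODIPY-GDP (250 nM) complex with EPAC2 (100 nM) and GDP (50 uM). BODIPY-GDP release tracked at 480/540 nm over 30 min at room temperature, normalized to 6.5 mM cAMP.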
* = called active by the depositor; i = inactive; ? = inconclusive; / = no result given; & = joins results of further samples; [ ] = another dose, or the depositor's remark. Calls come from the whole dose curve; as a rule, active = well fitted curve in the direction sought with a large enough effect; inconclusive = small, poorly fitted or top-dose-only effect, or another doubt; inactive = no such curve, though single readings can be large; an effect the other way counts as inactive or inconclusive. Potency is the fitted concentration of half-maximal effect.

SMILES | TDP43 rescue | FUS yeast rescue | EPAC1 antag | aSyn rescue | PTHR1 agonist | EPAC1 ag | EPAC2 antag | EPAC2 agonist
O=C(COC(=O)CCSc1ccc(Cl)cc1)NCc1ccco1 | 29% | -11% | 5% | 12% | -23% | -10% | 2% | 8%
CC1(C)OC2CC3C4CCC5=CC(=O)CCC5(C)C4(F)C(O)CC3(C)C2(C(=O)CO)O1 (centres undefined) | -16% | 17% | -16% | 14% | -3% | -10% | 19% | 9%
CS(=O)(=O)c1ccc(Cl)c(NC(=O)COC(=O)CNC(=O)c2ccc(Br)o2)c1 | -20% | 22% | 9% | -3% | i | -3% | 7% | 0%
O=C(CSc1nnc2c(Cl)cc(Cl)cn12)N1CCOCC1 | 0% | 25% | 12% | -3% | i | 3% | 20% | 6%
COc1ccc(C2C(C(=O)Nc3cccnc3)=C(C)Nc3nc(-c4cccs4)nn32)cc1OC (centres undefined) | 8% | 0% | -8% | ? | 0% | 5% | 2% | 1%
NC(=O)c1ccc(-n2nnnc2SCC(=O)Nc2ccccc2F)cc1 | 4% | 13% | -21% | -4% | i | 8% | 1% | 22%
C[C@@H]1CN([C@H](C)CO)C(=O)CCCn2nncc2CO[C@H]1CN(C)S(=O)(=O)c1ccc(-n2cccn2)cc1 | 1% | 7% | 16% | -3% | -9% | -11% | 10% | 6%
CCN(CCO)C(=O)c1ccc2oc(Cc3ccc(Cl)cc3)nc2c1 | 7% | -4% | 9% | -5% | -12% | 15% | 2% | 11%
O=C(N1CCCC1)N1CCN(S(=O)(=O)c2ccccc2)CC1 | -5% | -3% | -9% | ? | i | -2% | -13% | 2%
O=C1NC[C@H](c2ccccc2)N(CCc2cccc(F)c2)C1=O | 12% | 1% | -10% | -8% | -21% | 3% | 7% | 15%
Cc1ccc2c(C(=O)CNc3nncs3)c(C)[nH]c2c1 | -7% | 28% | 3% | -2%&-10% | -42%[inhibitor] | -3% | 13% | 4%
C/C(=N\NS(=O)(=O)c1ccccc1)c1cccc(NC(=O)c2cccc(Cl)c2)c1 | 0% | 11% | -19% | -3% | i | 14% | -7% | 6%
CCCCc1cc(=O)oc2cc(OCC(=O)N(CC)CC)c(Cl)cc12 | 7% | -3% | -2% | -5% | -32%[inhibitor] | 4% | -25% | 1%
O=C(CS(=O)(=O)c1ccc(F)cc1)NCc1ccccc1 | -2% | 10% | -6% | -1% | -14% | 8% | -10% | 10%
COc1ccc(Cl)cc1NS(=O)(=O)c1cccc(C(=O)NC2CCN(Cc3ccccc3)CC2)c1 | -1% | 7% | -8% | -9% | -39%[inhibitor] | 3% | -5% | 7%
Cc1ccc(Cl)c(N/C=C/C(=O)c2ccccc2)c1 | -3% | -6% | -8% | 6% | i | 15% | -5% | 10%
COc1ccc(CNC(N)=O)cc1 | 4% | / | 8% | 3% | i | 8% | 6% | -1%
CCN(CC(=O)Nc1c(F)cccc1F)C(=O)C1(c2ccccc2)CC1 | -10% | 1% | -1% | 6% | i | -6% | 16% | 3%
Cc1onc(-c2c(F)cccc2Cl)c1C(=O)N1CCSCC1 | 12% | -8% | 3% | 2% | i | 4% | -14% | -4%
CCCCCC(=O)Nc1ccc(S(=O)(=O)Nc2nccnc2OC)cc1 | 19% | / | -19% | 1% | i | 7% | -1% | -14%
CCOC(=O)C1=C(COc2ccc(C)cc2)NC(=O)NC1c1cc(C)ccc1C (centres undefined) | 8% | / | 9% | 7% | i | -3% | 21% | -4%
CC1CCCN(CCCNS(=O)(=O)c2cc(Br)cc3c2N(C(=O)C2CC2)CC3)C1 (centres undefined) | -22% | -8% | 1% | 9% | i | -14% | 8% | -6%
Cc1nc2ccc(NC(=O)c3sccc3C)cc2s1 | -9% | -5% | -7% | -3% | -69%[inhibitor][57.5 µM] | 11% | -6% | 2%
CCNC(=S)Nc1ccc(OC(F)(F)F)cc1 | 23% | -10% | -15% | 1% | 1% | 2% | 1% | 13%
COCCN(C(=O)Nc1ccc(OC)cc1OC)C1CCN(C(C)=O)CC1 | 0% | -6% | 5% | -7% | -22%[57.5 µM] | -5% | 1% | 1%
COc1ccc(NC(=O)CNC(=O)c2c(C)nn(C)c2Cl)cc1 | / | 16% | -7% | -4% | i | 0% | 7% | -1%
CCOC(=O)CC(NC(=O)c1cccc2c1C(=O)N(Cc1cccnc1)C2)c1ccc(OC(C)C)cc1 (centres undefined) | -7% | 15% | 3% | 1% | -6% | 3% | -8% | 2%
Cc1cnc(C(=O)OCC(=O)NC23CC4CC(CC(C4)C2)C3)cn1 | -6% | 12% | 10% | -4% | -22% | 2% | 5% | 4%
O=C(CCCNc1ccccc1)N/N=C/c1cccs1 | -9%[9.22 µM] | 21% | 0% | -3% | -41%[inhibitor] | 2% | 3% | 12%
CCOc1cccc(CN2CCC(Oc3ccc(C(=O)NCc4ccccn4)cc3)CC2)c1 | 8% | 20% | 12% | 1% | i | 0% | -3% | 4%
Cc1oc(-c2ccccc2)cc1C(=O)Nc1ccc(N(C)C)cc1 | 21% | -1% | -19% | 15% | -14% | 5% | -3% | 13%
CCn1c(SCC(=O)Nc2ccc(OC)c(OC)c2)nnc1-c1cccs1 | 0% | 15% | 7% | -5% | -4%[57.5 µM] | -5% | 11% | -7%
CC1(C)C2CCC1(CS(=O)(=O)N1CCC(C(N)=O)CC1)C(=O)C2 (centres undefined) | 0% | / | 9% | 1% | 11% | 1% | 10% | -2%
COc1cc(CN2CCC(n3nccc3NC(=O)c3ccc4c(c3)OCO4)CC2)ccc1O | -3% | 2% | 0% | -10% | i | 11% | 3% | 1%
Fc1cccc(/C=N/Nc2ccccn2)c1 | -7% | 36% | -5% | -9% | -40%[inhibitor] | 0% | -4% | 12%
Cc1cccc(C)c1-c1ccc(CN2C(CC(C)C)C(=O)N(Cc3cn(CC4CCCCC4)nn3)CCS2(=O)=O)cc1 (centres undefined) | 20% | 33% | -8% | 6% | i | -3% | -7% | 13%
O=C(NN1C(=O)NC2(CCCCC2)C1=O)c1ccc(Cl)s1 | 1% | -12% | -24% | -8% | i | 13% | 5% | 8%
CC(C)C(=O)Nc1cccc(NC(=O)c2cc3ccccc3o2)c1 | 1% | 5% | 8% | -5% | -14% | 6% | 4% | -1%
CCOC(=O)C(Cc1ccccc1)NC(=O)Cn1nnc(-c2ccccc2)n1 (centres undefined) | 16% | 11% | 4% | 6% | -2% | -2% | 3% | -6%
N#Cc1ccc(CN2CCN(CC(=O)Nc3ccccc3C(=O)NC3CC3)CC2)cc1 | 4% | 11% | -5% | 2% | -29% | 11% | 1% | 6%
COc1ccc(Cl)cc1NC(=O)CN(C)CC(=O)NC(C)c1ccccc1 (centres undefined) | 24% | -7% | 4% | 2% | -24% | 2% | -1% | 8%
Cc1cc(C)c(S(=O)(=O)N2CCOC2CNC(=O)C(=O)NCCCN2CCOCC2)c(C)c1 (centres undefined) | 12% | / | 3% | -3% | -2% | 4% | -2% | 12%
COc1ccc(OC)c(S(=O)(=O)NC(C)c2ccc(-n3ccnc3)cc2)c1 (centres undefined) | 9% | -9% | 4% | 1% | i | 14% | -8% | 6%
CC(C)OC(=O)c1c(-c2ccccc2)c(-c2ccccc2)nn(C)c1=O | 0% | 8% | / | -31%[inhibitor] | -18% | / | / | /
Cc1cc(CNCc2cn(C)nc2-c2ccc(Oc3ccccc3)cc2)on1 | 3% | 15% | -27% | 5% | -10% | -7% | -5% | 17%
Cc1c(NC(=O)c2ccccc2NS(=O)(=O)c2ccc(F)cc2)c(=O)n(-c2ccccc2)n1C | -25% | -12% | -13% | 2% | -31%[inhibitor] | 10% | -3% | 0%
CCCS(=O)(=O)NC(=O)C1(C)CCCN(C(=O)c2c(OC)cccc2OC)C1 (centres undefined) | 9% | -12% | 11% | 4% | 5% | 10% | 9% | 4%
COc1ccc(CCC(=O)Nc2ccc(S(=O)(=O)N3CCCC3)cc2)cc1OC | 16% | 29% | 2% | 1% | i | -6% | -7% | 3%
O=C(O)Cc1nn(Cc2ccc(Cl)cc2)c(=O)c2ccccc12 | 20% | 27% | -6% | 3% | i | 3% | 12% | 5%
Nc1c(Cl)cnc(C(Cl)(Cl)Cl)c1Cl | 13µM* | 23% | -16% | 0% | i | -2% | -20% | -4%

Going on with the list.
SMILES | TDP43 rescue | FUS yeast rescue | EPAC1 antag | aSyn rescue | PTHR1 agonist | EPAC1 ag | EPAC2 antag | EPAC2 agonist
COC(=O)/C=C/c1ccsc1NC(C)=O | -21% | 24% | -12% | -4% | i | -14% | 8% | 2%
Cc1ccc(CN2C(=O)c3ccccc3Sc3ccc(C(=O)NCCCN4CCOCC4)cc32)cc1 | -11%&17% | 15%&33% | -13% | -4% | 23%&-7% | -9% | 4% | 10%
Cc1ccc(S(=O)(=O)NCC(=O)OCc2ccccc2)cc1 | / | 17% | -5% | 9% | i | 2% | 1% | 1%
CCOC(=O)C1CCN(c2ncnc3nc[nH]c23)CC1 | ? | -6% | 7% | -2% | i | -14% | 4% | 15%
CCOC(=O)CSc1ccc2nnc(CCNS(=O)(=O)c3ccc(C)cc3)n2n1 | 27% | -27% | -20% | -8% | -19% | 2% | 0% | 10%
O=[N+]([O-])c1cc(C(F)(F)F)ccc1NN=C1CCCC1 | 21% | 38% | -3% | ? | -12% | 5% | -1% | 7%
C=CCOC(=O)C1=C[C@@H](c2cn(C(C)=O)c3ccccc23)C[C@@H](OCc2ccc(CO)cc2)O1 | ? | ? | -7% | -1% | -10% | -4% | 4% | 13%
COc1ccc(NC(=O)C2CC(c3cc(OC)c(OC)c(OC)c3)=NO2)cc1OC (centres undefined) | 0% | 38% | 1% | -3% | i | 4% | 9% | 5%

For convenience, four of the compounds above.
SMILES | TDP43 rescue | FUS yeast rescue | EPAC1 antag | aSyn rescue | PTHR1 agonist | EPAC1 ag | EPAC2 antag | EPAC2 agonist
CC1(C)C2CCC1(CS(=O)(=O)N1CCC(C(N)=O)CC1)C(=O)C2 (centres undefined) | 0% | / | 9% | 1% | 11% | 1% | 10% | -2%
COc1cc(CN2CCC(n3nccc3NC(=O)c3ccc4c(c3)OCO4)CC2)ccc1O | -3% | 2% | 0% | -10% | i | 11% | 3% | 1%
Fc1cccc(/C=N/Nc2ccccn2)c1 | -7% | 36% | -5% | -9% | -40%[inhibitor] | 0% | -4% | 12%
Cc1cccc(C)c1-c1ccc(CN2C(CC(C)C)C(=O)N(Cc3cn(CC4CCCCC4)nn3)CCS2(=O)=O)cc1 (centres undefined) | 20% | 33% | -8% | 6% | i | -3% | -7% | 13%

Screens deposited in PubChem BioAssay by National Center for Advancing Translational Sciences (NCATS).

These rows are one share of the data; count on the stated rates, not on these rows.
